GCN5L2 inh – GCN5L2 (KAT2A) acetyltransferase inhibition; Q92830; GCN5L2 HAT assay, ThioGlo1 CoA-SH fluorescence; Potency, µM (doses to about 58.9 µM), inactives show at the top dose activity change, negative = inhibition, usual class: inhibitors; 390,000 tested, 0.21% active; AID 504327
Target sequence (Q92830 whole entry, looked up): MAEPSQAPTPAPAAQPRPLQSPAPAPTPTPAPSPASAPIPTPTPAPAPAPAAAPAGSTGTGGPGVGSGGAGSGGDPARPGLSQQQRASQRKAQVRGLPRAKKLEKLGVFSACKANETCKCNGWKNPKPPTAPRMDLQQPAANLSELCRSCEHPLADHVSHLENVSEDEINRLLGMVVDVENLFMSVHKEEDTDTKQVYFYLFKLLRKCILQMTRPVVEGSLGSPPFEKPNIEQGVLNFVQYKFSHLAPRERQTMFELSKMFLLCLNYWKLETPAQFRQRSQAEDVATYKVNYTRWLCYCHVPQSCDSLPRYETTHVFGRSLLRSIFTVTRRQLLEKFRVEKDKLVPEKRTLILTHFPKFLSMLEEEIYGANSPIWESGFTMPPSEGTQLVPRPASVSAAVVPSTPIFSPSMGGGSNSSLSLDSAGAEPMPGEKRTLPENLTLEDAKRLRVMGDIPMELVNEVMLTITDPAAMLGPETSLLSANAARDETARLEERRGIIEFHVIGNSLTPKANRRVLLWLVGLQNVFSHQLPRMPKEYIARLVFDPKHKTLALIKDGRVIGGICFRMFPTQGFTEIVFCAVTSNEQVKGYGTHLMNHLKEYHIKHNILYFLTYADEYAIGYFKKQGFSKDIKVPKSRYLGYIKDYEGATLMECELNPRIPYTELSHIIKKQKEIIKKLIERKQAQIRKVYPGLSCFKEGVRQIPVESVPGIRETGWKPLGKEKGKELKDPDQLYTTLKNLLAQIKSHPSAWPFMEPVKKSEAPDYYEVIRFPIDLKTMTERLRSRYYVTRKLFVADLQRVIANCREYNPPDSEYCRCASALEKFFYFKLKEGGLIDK
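qHTS, 1536-well. 20nM enzyme, pH 7.5 HEPES/EDTA/Tween-20 buffer; 15 min compound preinc., RT. Start: 75uM H3(1-25), 70uM AcCoA, 50uM ThioGlo1. Read Ex340/Em540 at t=0 (autofluorescence flag) and t=20 min.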
TDP1 cell CPT – growth inhibition of DT40 Tdp1-/-;hTDP1 cells with camptothecin (screen for TDP1 inhibitors); chicken DT40 Tdp1-/-;hTDP1 cells + 20 nM CPT, ATP luminescence, 48 h; Potency, µM (top dose mostly 46.2 µM), for the others: top-dose activity change, negative = growth inhibition, actives largely listed as inhibitors; 420,000 tested, 12% active; further: nearly all actives have a fitted effect of over 55% in size
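Cell growth measured by CellTiter-Glo luminescence after a minimum 48 h, 37 C compound exposure with 20 nM CPT in Tdp1-knockout DT40 cells stably expressing hTDP1, seeded 400/well; qHTS titration format.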
TDP1 cell noCPT – qHTS for Inhibitors of human tyrosyl-DNA phosphodiesterase 1 (TDP1): qHTS in cells in absence of CPT; 420,000 tested, 15% active; Potency, µM (doses to about 46.2 µM), for the others: at the top dose activity change, negative = growth inhibition, hits mostly inhibitors; DT40 Tdp1-/- hTDP1 cells, no CPT, ATP luminescence, 48 h; further: nearly all actives have a fitted effect of over 55% in size
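Stably hTDP1-transfected Tdp1-null chicken DT40 cells were treated with library compounds minus camptothecin and grown for at least 48 hr at 37 °C, after which cellular ATP was quantified by luminescence.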
* = called active by the depositor; ? = inconclusive; nt = no result given; & = joins results of further samples; [ ] = remark or other dose. The call rests on the fitted dose curve; in most records, active means well fitted curve in the direction sought with a large enough effect; inconclusive means small, poorly fitted or top-dose-only effect, or another doubt; inactive means no such curve, though single readings can be large; an effect the other way counts as inactive or inconclusive. On the % scale 0 is the no-effect control and ±100 the full control effect; potency means the concentration at half of the fitted maximal effect. Some of the compounds tested; count on the stated rates, not on these rows.

Structure,TDP1 cell noCPT,TDP1 cell CPT,GCN5L2 inh
CCC(C)OC(=O)/C(C#N)=C\c1ccc(-c2cccc(C(F)(F)F)c2)o1 (centres undefined),?,-26%,-4%
O=C(COc1ccc(S(=O)(=O)N2CCCC2)cc1)NCCC1=CCCCC1,?,?,-17%
O=C(C[n+]1ccccc1)N/N=C/c1ccco1,15%,7%,-5%
Cc1cc(C)c(S(=O)(=O)N2CCN(C(=O)N(C)C)CC2)c(C)c1,?,?,?
S=C(Nc1ccc2c(c1)OCCO2)Nc1ccc2c(c1)OCO2,-29%,-21%,-2%
O=C(CSc1ncc(-c2ccccc2)[nH]1)Nc1cccc(C(F)(F)F)c1,?,?,-10%
COc1cc(OC)cc(C(=O)Nc2ccccc2C(=O)NCc2cccnc2)c1,?,14%,-1%
CCOC(=O)Nc1ccc(S(=O)(=O)Nc2onc(C)c2C)cc1,-21%,-1%,nt
CC1=C(C(=O)N2CCOCC2)CC(CC(=O)NC2CCCCC2)C(=O)N1Cc1ccc(C(C)(C)C)cc1 (centres undefined),21µM*,?,nt
CCn1cc(C(=O)NCCc2ccc(C)cc2)c(=O)c2cc(S(=O)(=O)N3CCC(C)CC3)ccc21,?,?,-11%

(cont.)
Structure,TDP1 cell noCPT,TDP1 cell CPT,GCN5L2 inh
COc1cccc(CNS(=O)(=O)c2ccc3c(c2)CCN3C(=O)C2CC2)c1,?,?,-4%
COc1ccc(/C=C/C(=O)c2ccc(NC(=O)c3cccs3)cc2)cc1OC,23µM*,18µM*,-6%
CC1(c2ccc(Cl)cc2Cl)NC(=O)N(CC(=O)Nc2ccc3[nH]c(=O)[nH]c3c2)C1=O (centres undefined),-8%,0%,0%
CC1CCC(N2CC(=O)N(Cc3ccc4c(c3)OCO4)C(c3ccc(F)cc3)C2=O)CC1 (centres undefined),?,?,-9%
CCN(Cc1ccc(Br)s1)C(=O)CSc1nnc(C2CC2)n1C1CC1,-20%,-10%,nt
CC1(C(=O)NC2CCc3ccccc32)CCN1CCc1ccccc1 (centres undefined),18µM*,16µM*,nt
CCOc1ccccc1N1CCN(C(=O)C(F)(F)F)CC1,-4%,-1%,-2%[0.501 µM]
CC(C)C[C@@H]1NC(=O)N(CCN2CCOCC2)C1=O,-1%,-1%,-1%
COc1ccc(C(CNC(=O)c2oc3ccc(C)cc3c2C)N2CCCCC2)cc1 (centres undefined),?,21µM*,-8%
O=C(Cc1ccc(S(=O)(=O)N2CCOCC2)s1)NCC1CCCCC1,-19%,-22%,-4%

Carrying on:
Structure,TDP1 cell noCPT,TDP1 cell CPT,GCN5L2 inh
O=C(CN1CCCCCC1)Nc1cc([N+](=O)[O-])ccc1Cl,-24%,?,-6%
COc1cc(-c2ccc(Cl)cn2)cc2c1OCCN(S(=O)(=O)C[C@]13CC[C@H](CC1=O)C3(C)C)C2,-6%,13%[9.04 µM],nt
O=C(NNc1ccccc1)C(=O)NNc1ccccc1,?,-6%,nt
Cc1ccc(NC(=O)c2cccnc2C(=O)Nc2ccc(C)cc2)cc1,?,-3%,-1%
CCOc1ccc(C(=O)Nc2ccc(Cc3ccncc3)cc2)cc1Br,-24%,-15%,-17%
CC1(C(=O)NS(=O)(=O)c2cccc(F)c2)CCN1C(=O)Cc1ccccc1 (centres undefined),7%,1%,nt
COc1ccc(C)cc1N(C)C(=O)c1coc(=O)c2ccccc12,-20%,-16%,4%
C=CCC(NC(=O)N(C)C)(C(=O)OC)C(C)O (centres undefined),4%,9%,nt
COc1cccc(S(=O)(=O)NCC(=O)N2CCCCCC2)c1,-5%,19%,-24%
CCOc1cc(CNc2ccc3c(c2)OCCO3)cc(Br)c1OCC,0.82µM*,2.6µM*,-8%

An excerpt taken from the entries so far, for reference:
Structure,TDP1 cell noCPT,TDP1 cell CPT,GCN5L2 inh
COc1ccc(C(CNC(=O)c2oc3ccc(C)cc3c2C)N2CCCCC2)cc1 (centres undefined),?,21µM*,-8%
O=C(Cc1ccc(S(=O)(=O)N2CCOCC2)s1)NCC1CCCCC1,-19%,-22%,-4%
O=C(CN1CCCCCC1)Nc1cc([N+](=O)[O-])ccc1Cl,-24%,?,-6%
COc1cc(-c2ccc(Cl)cn2)cc2c1OCCN(S(=O)(=O)C[C@]13CC[C@H](CC1=O)C3(C)C)C2,-6%,13%[9.04 µM],nt
O=C(NNc1ccccc1)C(=O)NNc1ccccc1,?,-6%,nt
Cc1ccc(NC(=O)c2cccnc2C(=O)Nc2ccc(C)cc2)cc1,?,-3%,-1%
CCOc1ccc(C(=O)Nc2ccc(Cc3ccncc3)cc2)cc1Br,-24%,-15%,-17%
CC1(C(=O)NS(=O)(=O)c2cccc(F)c2)CCN1C(=O)Cc1ccccc1 (centres undefined),7%,1%,nt
COc1ccc(C)cc1N(C)C(=O)c1coc(=O)c2ccccc12,-20%,-16%,4%
C=CCC(NC(=O)N(C)C)(C(=O)OC)C(C)O (centres undefined),4%,9%,nt
COc1cccc(S(=O)(=O)NCC(=O)N2CCCCCC2)c1,-5%,19%,-24%
CCOc1cc(CNc2ccc3c(c2)OCCO3)cc(Br)c1OCC,0.82µM*,2.6µM*,-8%

Other entries follow.
Structure,TDP1 cell noCPT,TDP1 cell CPT,GCN5L2 inh
Cc1ccc(C)c(S(=O)(=O)c2cn(C)c3cc(N4CCCCC4C)c(F)cc3c2=O)c1 (centres undefined),21µM*,21µM*,-11%
O=C(CN(c1ccc(Cl)cc1)S(=O)(=O)c1ccccc1)N1CCN(c2ccccc2)CC1,?,?,-4%
COc1ccc(-c2nc(CN3CCN(c4cc(C)nc(C)c4)CC3)c(C)o2)c2ccccc12,?,-104%,-10%
O=C(CSc1ncn[nH]1)Nc1ccc([N+](=O)[O-])cc1Br,-44%,?,-8%
O=C(Nc1ccccc1)c1csc(-c2ccccc2)n1,-26%,-1%,7%
C=CCNC(=S)Nc1c(N)n(C)c(=O)n(C)c1=O,-14%,-2%,1%
COc1cc(S(=O)(=O)N2CCN(C(=O)c3ccco3)CC2)c(OC)cc1C,4%,-10%,-4%
Cc1cccc(NC(=O)CSc2ncnc3c2oc2ccccc23)c1,?,?,0%
CCOc1cc(C(c2c(C)[nH][nH]c2=O)c2c(C)[nH][nH]c2=O)cc([N+](=O)[O-])c1O,-8%,-19%,1%
CCN(CC)S(=O)(=O)c1ccc(N2CCOCC2)c(NC(=O)COc2ccccc2)c1,?,?,2%

Further compounds follow.
Structure,TDP1 cell noCPT,TDP1 cell CPT,GCN5L2 inh
CC(C)NC(=O)CC(=O)N/N=C\c1ccccc1C(=O)O,1%,13%,-4%
Cc1cc(C)n2nc(C(=O)OCC(=O)NNC(=O)c3ccccc3)nc2n1,4%,0%,1%
CCN(CC(=O)NC1CCS(=O)(=O)C1)S(=O)(=O)c1ccc(Cl)c(C(F)(F)F)c1 (centres undefined),6%,4%,12%
Cc1cc(OCc2cc(C(=O)N(C)CC3CCOCC3)no2)cc(C)c1Cl,?,?,-8%
COC(=O)Cc1ccc(OC2(C)CCN(Cc3ccc(-c4ccccn4)cc3)C2)cc1 (centres undefined),?,?,nt
COCCn1c(SCC(=O)c2ccc(F)cc2)nc2cc(C(=O)NC3CCCC3)ccc2c1=O,-5%,1%,4%
Cc1cccc([C@@H]2CN(C)CCc3c2cc(O)c(O)c3Cl)c1,?,-66%,nt
Oc1ccc(-c2csc(Nc3cccnc3)n2)cc1,29µM*,-24%,-10%
O=C(Cn1cncn1)N/N=C/c1cccc(Cl)c1,-13%,8%,1%
CC(C)(Oc1ccc(F)cc1)C(=O)OCC(=O)c1ccc(S(C)(=O)=O)cc1,7%,10%,-4%

Entries of single compounds, quoted from the list. Values in the order: TDP1 cell noCPT	TDP1 cell CPT	GCN5L2 inh
Record of COC(=O)Cc1ccc(OC2(C)CCN(Cc3ccc(-c4ccccn4)cc3)C2)cc1 (centres undefined) → ?	?	nt
Record of O=C(Cn1cncn1)N/N=C/c1cccc(Cl)c1 → -13%	8%	1%

Following part
Structure,TDP1 cell noCPT,TDP1 cell CPT,GCN5L2 inh
COc1ccc(CNC(=O)Nc2ccc(C)cc2C)cc1,-1%,-22%,-15%
COC(=O)[C@]1(CC(C)C)N[C@H](c2ccc(-c3ccccc3)cc2)[C@@H]2C(=O)N(C)C(=O)[C@@H]21,?,?,-4%
CN(Cc1nc2ccccc2c(=O)[nH]1)Cc1nc2ccsc2c(=O)[nH]1,0.92µM*,0.52µM*,-4%
Cn1c(=O)[nH]c(=O)c2c1nc(CN1CCN(c3ccccc3F)CC1)n2CCCc1ccccc1,14µM*,?,-1%
Cc1ccc(S(=O)(=O)Nc2nc(C)c(NC(=O)OCCCl)s2)cc1,-13%,7%,-10%
COc1ccc(Cl)cc1NC(=O)CN(C)C(=O)Cc1ccc(-c2ccccc2)cc1,-8%,-17%,-8%
CCOC(=O)c1ccc2c(c1)n(CCCS(=O)(=O)[O-])c(/C=C/c1ccc(Cl)cc1)[n+]2CC,-1%,0%,-8%
CC(C)CC(=O)N1CCC(O)(CS(=O)(=O)Cc2ccccc2)CC1,5%,4%,5%
Cc1cc(C)cc(OCC(=O)Nc2ccccc2N2CCCCC2)c1,?,?,0%
O=C(COC(=O)CNC(=O)C1CCCCC1)Nc1ccc(Br)cc1Br,2%,-7%,1%

Continued:
Structure,TDP1 cell noCPT,TDP1 cell CPT,GCN5L2 inh
COC(=O)c1ccc(CN2C(=O)NC(Cc3c[nH]c4ccccc34)C2=O)cc1 (centres undefined),?,?,-3%
O=C(CSc1ncc(CO)n1Cc1ccccc1)Nc1nc2ccccc2s1,16µM*,21µM*,-3%
N#CCCn1c(=O)c(-c2ccccc2)nc2cnc(Oc3cccc(Cl)c3)nc21,?,-28%,-1%
CCn1cc(CN2Cc3ccccc3OC(c3ccccc3OC)C2)c(C)n1 (centres undefined),?,-8%[9.04 µM],nt
O=C(COc1ccccc1)NCC(c1ccco1)N1CCCCC1 (centres undefined),?,3%,-1%
Cc1cccc(C)c1NC(=O)CN,-2%,2%,-2%
Cc1ccc(S(=O)(=O)N2CCC(C(=O)Nc3ccccc3N3CCCC3)CC2)cc1,-3%,-20%,-20%
CCN(C(=O)c1cc2c(=O)[nH]c3ccc(C)cc3c2s1)c1ccc(OC)cc1,9.2µM*,29µM*,1%
COc1ccc(-n2ccn(CC(=O)Nc3ccc(C)cc3C)c(=O)c2=O)cc1,4%,15%,-1%
O=[N+]([O-])c1cc(C(F)(F)F)ccc1NCCCCNS(=O)(=O)c1ccc2ccccc2c1,23µM*,21µM*,-17%

Continued:
Structure,TDP1 cell noCPT,TDP1 cell CPT,GCN5L2 inh
Cn1c(N)c(-c2nc3cccnc3n2C)sc1=S,-24%,-5%,-4%
CCn1cc(C(=O)NCc2ccc(F)cc2)c(=O)c2cc(S(=O)(=O)N(C)C)ccc21,?,-25%,4%
CC(=O)Nc1ccc(NC(=O)CSc2nncn2C)cc1,1%,15%,-1%
Cc1occc1-c1nnc(SCC(=O)NC2CC2)n1C,23%,16%,-21%
Cc1ccc(C(=O)Nc2ccc(N3CCN(C(=O)c4ccco4)CC3)cc2)c(Cl)c1,13µM*,?,-9%
CC1CCCC(NC(=O)COC(=O)c2n[nH]c3ccccc23)C1C (centres undefined),?,?,-1%
O=C(Nc1cc(C(F)(F)F)ccc1N1CCOCC1)C1CCCO1 (centres undefined),-17%,-23%,1%
Cc1cc(C(=O)NNc2ccc(C(C)C)cc2)n(C(C)(C)C)n1,-29%,?,-4%
CCOc1ccc(CC(=O)Nc2cccc(-c3ccc4nnc(C)n4n3)c2)cc1,?,?,0%
Cc1cc(C)c(OCCNC(=O)c2ccccc2Sc2ccccc2C#N)c(C)c1,?,18µM*,-9%

More results.
Structure,TDP1 cell noCPT,TDP1 cell CPT,GCN5L2 inh
CCCC(=O)Nc1c(-c2ccccc2)c(=O)c(C)nn1-c1ccc(C)cc1,0%,1%,26%
CCN1CCSc2ccc(C(=O)NCc3ccccc3F)cc21,-19%,-13%,-19%
Cc1c(Cl)cccc1NC(=O)CCC(=O)NNC(=O)c1ccco1,-3%,?,-15%
COc1ccccc1NC(=O)c1cc[n+]([O-])cc1,-20%,5%,-28%
CCn1cc(S(=O)(=O)Nc2cc(F)ccc2C)cn1,11%,5%,0%
Cc1ccc2c(c1C)NC(C(=O)O)C1CC=CC21 (centres undefined),0%,1%,22µM*
COc1cccc(CC(NC(C)=O)C(=O)NC2CCN(S(=O)(=O)c3ccc(C)cc3)CC2)c1OC (centres undefined),-3%,-26%,1%
Fc1cccc(CCN2C(=S)NC[C@@H]2CC2CCCCC2)c1,?,?,-6%
O=C(O)Cn1c(O)c(C=Nc2ccccc2)sc1=S,5%&-15%,11%&-1%,-2%&4%
O=C1SC(SCc2ccccc2)=N/C1=C\c1ccc(C(=O)O)cc1,-9%,27%,-6%
CCCCS(=O)(=O)CC(COc1ccccc1)OC(=O)c1ccccc1 (centres undefined),7%,-17%,-8%
